Source: PubChem
AddAB inh – less growth of phage-infected E. coli with AddAB; E. coli expressing H. pylori AddAB, absorbance growth; inhibition, % at 11.9 µM; 0.29% of 330,000 active; AID 435030; in the data active = inhibition above about 12%;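 also: 0% = vehicle wells of infected cells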
Tat transport – E. coli Tat transport inhibition. 0.036% of 340,000 active. E. coli MC4100 TorA-mCherry Tat export, fluorescence. inhibition, % at 10 µM;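 active = mean replicate inhibition at least 50% and at least half of replicates individually reaching 50%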;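 also: exported cargo escapes ClpAP degradation while cytoplasmic cargo is degraded and loses fluorescence; 0% = median of neutral control wells and 100% = median of NaSCN control wells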
phage Ecoli inh – E. coli growth loss with phage present; growth absorbance; inhibition, % at 11.9 µM; 0.26% of 360,000 active; in the data active = inhibition above about 11%
PfHsp90 set2 – growth inhibition of yeast expressing Plasmodium Hsp90; S. cerevisiae expressing PfHsp90, BacTiter-Glo ATP, 48 h; yeast lacking PDR1 and PDR3 efflux regulators; inhibition, % at 9.4 µM; 0.32% of 310,000 active;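 active = every replicate shows inhibition above about 80%, whatever the replicate mean, limit read from the data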;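 also: 0% = DMSO neutral controls and 100% = 20 µM radicicol positive controls; yeast relying on Plasmodium falciparum Hsp90 in place of its own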
Pemphigus Ab inh – inhibitors of pemphigus antibody binding to human desmoglein-3; P32926; 0.48% of 310,000 active; DSG3-coupled beads, scFv-anti-DSG3-GFP binding, flow cytometry; stronger effect = lower value; binding (percent of control), % at 10 µM;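 active = binding more than 3 SD below its plate's average and above zero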;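 also: hits lower antibody fragment binding to DSG3; some compounds called inactive have numbers as strong as hits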
Target sequence (P32926 whole entry, looked up, the tested form may be a part): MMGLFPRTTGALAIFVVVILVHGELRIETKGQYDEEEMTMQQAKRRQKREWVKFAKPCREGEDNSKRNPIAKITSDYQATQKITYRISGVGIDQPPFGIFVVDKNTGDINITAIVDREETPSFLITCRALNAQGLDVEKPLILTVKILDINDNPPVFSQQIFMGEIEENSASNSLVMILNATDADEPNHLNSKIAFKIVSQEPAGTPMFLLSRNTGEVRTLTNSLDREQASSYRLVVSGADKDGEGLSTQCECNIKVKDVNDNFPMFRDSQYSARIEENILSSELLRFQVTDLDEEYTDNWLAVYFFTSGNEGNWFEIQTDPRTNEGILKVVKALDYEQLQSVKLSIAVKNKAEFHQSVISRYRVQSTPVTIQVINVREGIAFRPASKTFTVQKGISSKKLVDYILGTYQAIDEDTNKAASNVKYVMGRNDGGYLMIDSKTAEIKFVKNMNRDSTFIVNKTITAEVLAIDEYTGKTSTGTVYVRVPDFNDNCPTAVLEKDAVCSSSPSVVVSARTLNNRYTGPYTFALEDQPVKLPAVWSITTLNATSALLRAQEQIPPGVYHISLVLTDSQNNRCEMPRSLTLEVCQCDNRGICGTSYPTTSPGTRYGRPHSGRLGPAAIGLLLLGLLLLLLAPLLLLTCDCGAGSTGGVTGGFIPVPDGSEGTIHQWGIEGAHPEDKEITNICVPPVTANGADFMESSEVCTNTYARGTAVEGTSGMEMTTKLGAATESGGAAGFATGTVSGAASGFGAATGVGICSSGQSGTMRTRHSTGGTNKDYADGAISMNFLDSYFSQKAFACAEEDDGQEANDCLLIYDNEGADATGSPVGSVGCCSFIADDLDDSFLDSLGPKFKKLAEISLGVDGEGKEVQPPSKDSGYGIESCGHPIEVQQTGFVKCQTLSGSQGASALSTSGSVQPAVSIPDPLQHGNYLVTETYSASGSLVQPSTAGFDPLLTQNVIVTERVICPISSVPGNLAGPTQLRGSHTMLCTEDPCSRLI
PKA-R1A act – PKA-R1A complex activation; P00514+P68181; PKA-R1A dissociation, Cy5-IP20 fluorescence polarization; scaled: DMSO 0%, 113 µM cGMP 100%; 0.083% of 340,000 active; AID 504707; activation, % at 11.4 µM;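 active = percent activation above the mean of all tested compounds plus 3 SD, cut at about 19% in these data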;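 also: higher means more PKAc released from R1A so a rise in polarization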
OPRM1-OPRD1 inv – inverse agonists of human mu-delta opioid receptor heterodimerization | P35372+P41143 | cell-based MOR-DOR heterodimer luminescence, inverse agonism | inhibition, % at 9.3 µM | 0.21% of 340,000 active; in the data active = inhibition above about 22%, passing the limit was not always enough;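 also: 0% = cells with DMSO and 100% = wells without cells with DMSO; values of inactives mirror those of a sister screen read the other way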
Ecoli viability – counter-screen for AddAB inhibitors: E. coli growth inhibition. 0.27% of 330,000 active. E. coli V3065 growth, OD600 absorbance, 18 h. inhibition, % at 11.9 µM;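 active = inhibition above the campaign's mean inhibition across all tested compounds plus 3 SD, cut at about 9.9% in these data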;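 also: uninfected addAB+ strain grown without phage in ampicillin broth; 0% = DMSO wells and 100% = ciprofloxacin 0.95 µg/ml wells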
OPRM1-OPRD1 ag – agonists of human mu-delta opioid receptor heterodimerization; P35372+P41143; activation, % at 9.3 µM; 0.3% of 340,000 active; cells, OPRM1-OPRD1 heterodimerization, luminescence; in the data active = activation above about 18%;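 also: 0% = vehicle-treated cells and 100% = reference agonist; values of inactives mirror those of a sister screen read the other way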
SUMO Mot1 rescue – SUMOylation pathway inhibition by Mot1-301 growth rescue. S. cerevisiae Mot1-301 growth rescue, ATP luminescence, 38.5C; percent above DMSO median, 100 means doubled. growth rescue, % at 18.8 µM. 1% of 320,000 active. AID 2716;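 active = every valid replicate shows activation above 250% relative to neutral control wells; inactive = the rest, any valid replicate at or below 250%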;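 also: OY570 slx delta 5 strain wells were the positive control but not used for scaling; some compounds called inactive have numbers as strong as hits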
Arr AP2 block – human beta-arrestin and AP2 interaction inhibition. 0.31% of 340,000 active. FITC-arrestin peptide / GST-AP2 beads, flow cytometry; AP2 beta2 appendage carries R879A mutation. inhibition, % at 10 µM;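 active = inhibition above a set limit, near 3 SD of compounds lacking own fluorescence, cut at about 54% in these data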;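 also: plate controls were DMSO wells for no effect and 5 µM unlabelled arrestin peptide for full effect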
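System: GST-AP2 R879A glutathione beads. Medium: PBS with 0.05% Tween 20 and 0.1% BSA. Also added: FITC-arrestin peptide, 50 nM. Incubation: 12 min plus 1 h, RT. Measured by: high-throughput flow cytometry of beads, ex 488, em 535 nm. Evaluation: percent drop in bead-associated FITC signal.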
Numbers without * were called inactive.

For CCC(=O)Nc1ccc(S(=O)(=O)Nc2ccccn2)cc1 the results were AddAB inh 5.2, Tat transport 2, phage Ecoli inh 3.7, PfHsp90 set2 11, Pemphigus Ab inh 104, PKA-R1A act -2, OPRM1-OPRD1 inv 5, Ecoli viability -0.5, OPRM1-OPRD1 ag -0.9, SUMO Mot1 rescue 6 and Arr AP2 block 31.
For O=C(CN1C(=O)c2ccccc2C1=O)Nc1cc(C(=O)O)cc(C(=O)O)c1 the results were AddAB inh -0.9, Tat transport 9, phage Ecoli inh -2.1, PfHsp90 set2 7, Pemphigus Ab inh 100, PKA-R1A act 6, OPRM1-OPRD1 inv 12, Ecoli viability 0.0, OPRM1-OPRD1 ag -2.5, SUMO Mot1 rescue 3 and Arr AP2 block 16.
Cc1nnsc1C(=O)N1CCCC(N2CCN(c3ccc(F)cc3)CC2)C1 (stereo unspecified) was read as AddAB inh 4.2, Tat transport -3, phage Ecoli inh 1.5, PfHsp90 set2 12, Pemphigus Ab inh 112, PKA-R1A act -9, OPRM1-OPRD1 inv 10, Ecoli viability 0.1, OPRM1-OPRD1 ag -1.8, SUMO Mot1 rescue 18 and Arr AP2 block -7.
Nn1c(SCC(=O)Nc2ccc(S(N)(=O)=O)cc2)nnc1-c1ccco1 was read as AddAB inh -2.1, Tat transport 3, phage Ecoli inh 1.8, PfHsp90 set2 6, Pemphigus Ab inh 102, PKA-R1A act 7, OPRM1-OPRD1 inv 20, Ecoli viability -0.2, OPRM1-OPRD1 ag -4.0, SUMO Mot1 rescue 7 and Arr AP2 block -16.
`Cc1cc2ncn(C(=O)N3CCCCCC3)c2cc1C` gave AddAB inh 0.6, Tat transport -8, phage Ecoli inh 5.7, PfHsp90 set2 -20, Pemphigus Ab inh 100, PKA-R1A act -4, OPRM1-OPRD1 inv 5, Ecoli viability 2.0, OPRM1-OPRD1 ag -1.0, SUMO Mot1 rescue -10 and Arr AP2 block -4.
O=C(CC1(O)C(=O)Nc2ccccc21)c1cccc(-n2cccc2)c1 (stereo unspecified) was read as AddAB inh -0.3, Tat transport 1, phage Ecoli inh 1.5, PfHsp90 set2 9, Pemphigus Ab inh 103, PKA-R1A act -6, OPRM1-OPRD1 inv 27, Ecoli viability 1.4, OPRM1-OPRD1 ag -5.3, SUMO Mot1 rescue 3 and Arr AP2 block 1.
Screening COc1ccc(-c2noc(CCC(=O)NCCc3ccccc3)n2)cc1 returned AddAB inh 0.7, Tat transport -2, phage Ecoli inh 3.6, PfHsp90 set2 -45, Pemphigus Ab inh 98, PKA-R1A act -6, OPRM1-OPRD1 inv 4, Ecoli viability 1.9, OPRM1-OPRD1 ag -0.9, SUMO Mot1 rescue 8 and Arr AP2 block -7.
For O=C1C(c2ccccc2)NC(=S)N1C1CCCCC1 (stereo unspecified) the results were AddAB inh 3.5, Tat transport 6, phage Ecoli inh 3.8, PfHsp90 set2 -19, Pemphigus Ab inh 108, PKA-R1A act -3, OPRM1-OPRD1 inv -26, Ecoli viability 1.4, OPRM1-OPRD1 ag 5.1, SUMO Mot1 rescue 4 and Arr AP2 block 14.
For CCOc1ccc(NC(=O)CSc2ncc(-c3ccc(F)cc3)n2Cc2ccco2)cc1 the results were AddAB inh -1.2, Tat transport 6, phage Ecoli inh -0.6, PfHsp90 set2 -5, Pemphigus Ab inh 98, PKA-R1A act -11, OPRM1-OPRD1 inv -14, Ecoli viability 0.4, OPRM1-OPRD1 ag 2.5, SUMO Mot1 rescue -23 and Arr AP2 block 14.
COC(=O)C(/C=N/O)NC(=O)c1ccccc1 (stereo unspecified) was read as AddAB inh 0.3, Tat transport 4, phage Ecoli inh 0.8, PfHsp90 set2 -4, Pemphigus Ab inh 96, PKA-R1A act 5, OPRM1-OPRD1 inv 11, Ecoli viability -2.0, OPRM1-OPRD1 ag -1.9, SUMO Mot1 rescue 138 and Arr AP2 block 37.
Screening O=C(CCCn1ncn2c(cc3occc32)c1=O)NCc1cccc(Cl)c1 returned AddAB inh 0.6, Tat transport -1, phage Ecoli inh 3.9, PfHsp90 set2 10, Pemphigus Ab inh 103, PKA-R1A act -3, OPRM1-OPRD1 inv -7, Ecoli viability 0.1, OPRM1-OPRD1 ag 1.4, SUMO Mot1 rescue 30 and Arr AP2 block 11.
For CCOc1cc(N2CCOCC2)c(OCC)cc1NC(=O)COC(=O)CCn1c(C)csc1=O the results were AddAB inh 2.3, Tat transport -13, phage Ecoli inh 0.6, Pemphigus Ab inh 99, PKA-R1A act -6, OPRM1-OPRD1 inv 10, Ecoli viability 1.0, OPRM1-OPRD1 ag -1.9 and Arr AP2 block 30.
`C[C@@H]1CN([C@@H](C)CO)C(=O)c2cccc(NC(=O)C3CCCCC3)c2O[C@@H]1CN(C)Cc1ccc(Cl)c(Cl)c1` gave AddAB inh 0.8, Tat transport 15, phage Ecoli inh 0.3, PfHsp90 set2 16, Pemphigus Ab inh 93, PKA-R1A act 0, OPRM1-OPRD1 inv -18, Ecoli viability -3.4, OPRM1-OPRD1 ag 3.1 and SUMO Mot1 rescue 47.
For CN(C)S(=O)(=O)c1ccc(N2CCCC2)c(C(=O)NCc2ccccc2)c1 the results were AddAB inh -0.6, Tat transport 2, phage Ecoli inh 1.2, PfHsp90 set2 -10, Pemphigus Ab inh 111, PKA-R1A act -4, OPRM1-OPRD1 inv 12, Ecoli viability 0.2, OPRM1-OPRD1 ag -2.1, SUMO Mot1 rescue 423 and Arr AP2 block -8.
For COc1ccc(S(=O)(=O)N2CCOC2CNC(=O)C(=O)NCCc2c[nH]c3ccccc23)cc1C (stereo unspecified) the results were AddAB inh -0.2, Tat transport -3, phage Ecoli inh 2.4, PfHsp90 set2 -3, Pemphigus Ab inh 101, PKA-R1A act -9, OPRM1-OPRD1 inv -4, Ecoli viability 0.6, OPRM1-OPRD1 ag 0.8, SUMO Mot1 rescue -19 and Arr AP2 block 11.
CC(=O)C1=C(O)C(=O)N(c2ccc(S(N)(=O)=O)cc2)C1c1ccc([N+](=O)[O-])cc1 (stereo unspecified) was read as AddAB inh 1.6, Tat transport 3, phage Ecoli inh 1.6, PfHsp90 set2 -29, Pemphigus Ab inh 99, PKA-R1A act -14, OPRM1-OPRD1 inv 2, Ecoli viability 1.9, OPRM1-OPRD1 ag -0.3, SUMO Mot1 rescue -3 and Arr AP2 block 97*.
O=C(NNC(=S)NCc1ccco1)c1ccccc1Br was read as AddAB inh 0.4, Tat transport 0, phage Ecoli inh 2.3, PfHsp90 set2 34, Pemphigus Ab inh 110, PKA-R1A act 0, OPRM1-OPRD1 inv 5, Ecoli viability 0.2, OPRM1-OPRD1 ag -0.8, SUMO Mot1 rescue -12 and Arr AP2 block -41.
For COCCCNC(=S)Nc1ccc2nc3n(c(=O)c2c1)CCCCC3 the results were AddAB inh -0.8, Tat transport 12, phage Ecoli inh -0.2, PfHsp90 set2 -4, Pemphigus Ab inh 108, PKA-R1A act 1, OPRM1-OPRD1 inv 12, Ecoli viability -1.3, OPRM1-OPRD1 ag -2.6, SUMO Mot1 rescue 0 and Arr AP2 block 41.
COc1ccc(CNC(=O)CN(c2ccccc2)S(=O)(=O)c2ccccc2[N+](=O)[O-])cc1 was read as AddAB inh -0.3, Tat transport 8, phage Ecoli inh 1.5, PfHsp90 set2 -6, Pemphigus Ab inh 107, PKA-R1A act -8, OPRM1-OPRD1 inv 6, Ecoli viability -1.0, OPRM1-OPRD1 ag -1.3, SUMO Mot1 rescue -6 and Arr AP2 block 4.
For O=C(NC1CCCC1)c1ccccc1-c1ccccc1 the results were AddAB inh -0.7, Tat transport -9, phage Ecoli inh 1.7, PfHsp90 set2 21, Pemphigus Ab inh 97, PKA-R1A act -3, OPRM1-OPRD1 inv 19, Ecoli viability 0.3, OPRM1-OPRD1 ag -3.1, SUMO Mot1 rescue -7 and Arr AP2 block -2.
For CN(CC(=O)O)S(=O)(=O)c1ccc2c(c1)n(C)c(=O)c(=O)n2C the results were AddAB inh 0.7, Tat transport 5, phage Ecoli inh 0.1, PfHsp90 set2 3, Pemphigus Ab inh 116, PKA-R1A act 1, OPRM1-OPRD1 inv -1, Ecoli viability -1.5, OPRM1-OPRD1 ag 0.2, SUMO Mot1 rescue -14 and Arr AP2 block 29.
Screening CCC(C)NCCC(=O)Nc1ccc(Cl)c(S(=O)(=O)Nc2ccc(Cl)cc2)c1 (stereo unspecified) returned AddAB inh 5.0, Tat transport -12, phage Ecoli inh 3.6, PfHsp90 set2 -41, Pemphigus Ab inh 99, PKA-R1A act 4, OPRM1-OPRD1 inv 4, Ecoli viability -0.2, OPRM1-OPRD1 ag -0.6, SUMO Mot1 rescue -1 and Arr AP2 block 4.
Screening CC1(C)OC(=O)C(=CNc2ccccn2)C(=O)O1 returned AddAB inh 1.7, Tat transport -2, phage Ecoli inh 2.1, PfHsp90 set2 -7, Pemphigus Ab inh 95, Ecoli viability 4.0, SUMO Mot1 rescue 2 and Arr AP2 block 0.
`CC1(C)Cc2c(sc(NC(=O)COc3ccccc3)c2C#N)C(C)(C)N1` gave AddAB inh 0.6, Tat transport 9, phage Ecoli inh 1.7, PfHsp90 set2 28, Pemphigus Ab inh 105, PKA-R1A act -12, OPRM1-OPRD1 inv 3, Ecoli viability 1.9, OPRM1-OPRD1 ag -0.6, SUMO Mot1 rescue 181 and Arr AP2 block 9.
For CCOC(=O)C1=C(C)NC2=C(C(=O)c3ccccc32)C1c1ccc([N+](=O)[O-])o1 (stereo unspecified) the results were AddAB inh 26*, Tat transport 1, phage Ecoli inh 6.0, PfHsp90 set2 -26, Pemphigus Ab inh 107, PKA-R1A act 0, OPRM1-OPRD1 inv -22, Ecoli viability 12*, OPRM1-OPRD1 ag 4.4, SUMO Mot1 rescue -10 and Arr AP2 block 38.
CN(C(=O)COC(=O)c1ccc(Cl)c(S(=O)(=O)N2CCCCCC2)c1)C1CCS(=O)(=O)C1 (stereo unspecified) was read as AddAB inh 0.5, Tat transport -4, phage Ecoli inh 2.8, PfHsp90 set2 -12, Pemphigus Ab inh 103, PKA-R1A act -14, OPRM1-OPRD1 inv -5, Ecoli viability -0.8, OPRM1-OPRD1 ag 1.2, SUMO Mot1 rescue 12 and Arr AP2 block 0.
`O=C(C(Cl)c1ccccc1)N1CCOCC1` (stereo unspecified) gave AddAB inh 1.9, Tat transport 2, phage Ecoli inh -0.6, PfHsp90 set2 -20, Pemphigus Ab inh 102, PKA-R1A act -2, OPRM1-OPRD1 inv 0, Ecoli viability 4.0, OPRM1-OPRD1 ag 0.0, SUMO Mot1 rescue -7 and Arr AP2 block 17.
For Cc1ccc(NC(=O)C2CCN(S(=O)(=O)c3cccs3)CC2)cc1 the results were AddAB inh 2.4, Tat transport -1, phage Ecoli inh 2.0, Pemphigus Ab inh 115, PKA-R1A act 6, OPRM1-OPRD1 inv -6, Ecoli viability 1.4, OPRM1-OPRD1 ag 1.3, SUMO Mot1 rescue 5 and Arr AP2 block 16.
